Bioassay records from PubChem BioAssay.
TRHR PAM – qHTS for Small Molecule Agonists and Allosteric Enhancers of Human TRH Receptor: Primary Screen for Enhancers. TRHR cells, fluo-8 calcium fluorescence, EC20 TRH enhancement. enhancement, % at 2 µM. actives 0.66% (n = 360,000). AID 493056, 2011; in the data active means enhancement above about 30%; further: 0% is about no effect
Target sequence (P34981 whole entry, looked up): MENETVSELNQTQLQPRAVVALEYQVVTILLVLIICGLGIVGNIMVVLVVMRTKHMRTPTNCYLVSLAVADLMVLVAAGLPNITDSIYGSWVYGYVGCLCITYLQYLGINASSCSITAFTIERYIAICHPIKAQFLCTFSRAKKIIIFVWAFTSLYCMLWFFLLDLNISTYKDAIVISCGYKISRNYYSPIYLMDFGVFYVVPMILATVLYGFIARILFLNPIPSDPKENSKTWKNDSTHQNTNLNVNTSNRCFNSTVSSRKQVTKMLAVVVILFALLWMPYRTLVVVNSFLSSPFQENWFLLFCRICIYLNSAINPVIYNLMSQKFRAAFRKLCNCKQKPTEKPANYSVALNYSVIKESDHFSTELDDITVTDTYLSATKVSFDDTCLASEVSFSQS
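TRHR-expressing cells loaded with fluo-8 calcium dye were read kinetically (ex 480/em 530) during compound addition, then stimulated with an EC20 of TRH (10 nM final). Enhancement of the Gq-mediated intracellular calcium response was scored.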
D2 PAM – HTS Assay for Positive Allosteric Modulators of the Human D2 Dopamine Receptor: Primary Screen for Potentiators. actives 0.34% (n = 340,000). HEK293 T-REx D2, calcium flux, EC20 dopamine potentiation. potentiation, % at 10 µM. D(2) dopamine receptor (Homo sapiens), P14416;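 active means potentiation over 3 SD above the plate norm, cut at about 30% in these data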; further: 0% is about no effect
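Calcium flux readout, no-wash dye, 1 read/s. Inducible HEK293 Trex D2 line, overnight 30 C. Compound alone 180 s (agonist flags), then EC20 dopamine, another 180 s to score potentiation.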
D2 ag – HTS Assay for Allosteric Agonists of the Human D2 Dopamine Receptor: Primary Screen for Agonists; activation, % at 2 µM; actives 0.53% (n = 340,000); AID 485358, 2010; HEK293 T-REx D2 cells, calcium flux agonist mode;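 active means activation over 3 SD above normal in the single-dose calcium agonist read, cut at about 30% in these data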; further: 0% is about no effect
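HEK293 Trex D2 cells, tetracycline-induced, o/n 30 C 5% CO2; no-wash Ca dye, RT 30–90 min; 10-cycle baseline, 23 nl cpd added, kinetic Ca read 180 s; agonist hits = positive Ca response.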
D1 antag – Antagonist of Human D 1 Dopamine Receptor: qHTS; HEK293 TREx D1 cells, calcium flux, dopamine EC80; stronger effect = lower value; activity change, negative = inhibition, % at 10 µM; actives 3.2% (n = 360,000); D(1A) dopamine receptor (Homo sapiens), P21728; in the data active means activity change below about -30%; further: on the % scale 0 is the no-effect control and ±100 the full control effect
Target sequence (P21728 whole entry, looked up): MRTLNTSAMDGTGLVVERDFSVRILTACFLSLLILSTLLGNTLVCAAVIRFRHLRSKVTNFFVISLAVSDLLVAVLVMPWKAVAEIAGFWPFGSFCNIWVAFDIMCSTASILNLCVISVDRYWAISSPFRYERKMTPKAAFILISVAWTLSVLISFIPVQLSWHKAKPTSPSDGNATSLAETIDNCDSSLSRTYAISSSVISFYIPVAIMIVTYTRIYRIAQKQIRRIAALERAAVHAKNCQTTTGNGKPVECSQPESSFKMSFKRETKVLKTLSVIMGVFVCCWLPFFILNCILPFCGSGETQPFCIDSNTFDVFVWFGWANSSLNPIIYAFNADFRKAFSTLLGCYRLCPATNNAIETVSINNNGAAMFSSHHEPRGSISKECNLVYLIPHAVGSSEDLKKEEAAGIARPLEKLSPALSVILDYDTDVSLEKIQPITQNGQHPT
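Calcium flux readout: force-coupled, inducible Hek293 Trex D1 line, cells induced overnight at 30 C with tetracycline, dye-loaded 30–90 min at RT. Antagonism scored against EC80 dopamine challenge given 180 s after compound.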
D1 agonist – Allosteric Agonists of the Human D1 Dopamine Receptor: qHTS; D(1A) dopamine receptor (Homo sapiens), P21728; HEK293 T-REx D1 cells, calcium flux, agonist mode; activation, % at 2 µM; actives 1% (n = 360,000); AID 504660, 2011; further: 0% is about no effect
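Agonism was scored from calcium flux recorded over 180 s (1 read/s) after pintool compound addition, following a 10-cycle baseline. Cells were inducible force-coupled HEK293 TREx D1, plated overnight at 30 C and loaded with no-wash calcium dye.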
RXFP1 antag – qHTS Assay for Antagonists of the Relaxin Receptor RXFP1; HEK293-RXFP1, relaxin-stimulated cAMP HTRF, 30 min; stronger effect = lower value; activity change, negative = inhibition, % at 57.5 µM; actives 0.59% (n = 350,000);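 active means activity change of -60% or lower, but not beyond a set lower limit; inconclusive means change between -60% and -40%, or beyond the set limit; inactive means change above -40%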; further: on the % scale 0 is the no-effect control and ±100 the full control effect
D2 antagonist – HTS Assay for Allosteric Antagonists of the Human D2 Dopamine Receptor: Primary Screen for Antagonists | actives 2% (n = 340,000) | D(2) dopamine receptor (Homo sapiens), P14416 | HEK293 TREx D2 cells, calcium flux, dopamine EC80 | inhibition, % at 10 µM; in the data active means inhibition above about 30%; further: 0% is about no effect
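Calcium mobilization kinetics were recorded at 1 s intervals in tetracycline-induced HEK293 T-REx D2 cells, first for 180 s after compound addition and then 180 s after EC80 dopamine.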
TRHR ag – qHTS for Small Molecule Agonists and Allosteric Enhancers of Human TRH Receptor: Primary Screen for Agonists | activation, % at 2 µM | actives 0.18% (n = 360,000) | Thyrotropin-releasing hormone receptor (Homo sapiens), P34981 | TRHR cells, calcium flux fluo-8, FDSS agonist mode; further: 0% is about no effect
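In this calcium-flux screen, cells bearing human TRHR are dye-loaded with fluo-8, baselined for 10 cycles, then exposed to library compounds; positive kinetic calcium responses during the agonist phase mark hits, with TRH as control.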
D1 PAM – Potentiators of Human D1 Dopamine Receptor: qHTS | HEK293 TREx D1 cells, calcium flux, dopamine EC20 potentiation | potentiation, % at 10 µM | actives 0.036% (n = 360,000) | AID 504651, 2011; in the data active means potentiation above about 30%; further: 0% is about no effect
An asterisk follows results filed as active; ? = inconclusive; / = no result given; & = joins results of further samples. Unless noted, no stated cut-off is given here; in the data, active means activation above about 30%; inactive means the rest.

Order of values – RXFP1 antag, D2 antagonist, TRHR PAM, TRHR ag, D2 ag, D1 antag, D1 PAM, D1 agonist, D2 PAM
- CCCSc1nnc(NC(=O)c2sc3nc(-c4cccs4)ccc3c2N)s1
  15, -5, -1, 8.5, 6.9, 2, 1, 43*, -8
- Cc1noc(C)c1C(=O)OCC(=O)NC1CCCCC1C (configuration not stated)
  -31, -10, 1, -0.8, 1.0, 1, 5, 0, 37*
- Cc1ccc(Cn2nnc3c(=O)[nH]c(C4CCN(S(=O)(=O)c5ccc(C)cc5)CC4)nc32)cc1
  34, -7, 0, 0.9, 0.9, -15, -12, 6, -7
- O=S(=O)(c1ccc(-c2n[nH]c(=S)o2)cc1)N1CCCCC1
  -19, 3, -2, 0.5, 0.9, -11, -6, 1, 7
- Cc1ccc(Nc2nc(-c3ccncc3)nc3ccccc23)cc1
  -14, 0, 2, 0.4, 0.7, -2, -5, -1, -1
- [O-]/[N+](=C/c1ccccc1)c1ccccc1
  /, -8, 1, 0.4, 0.0, /, -2, 1, -13
- CC(=O)C(Sc1nnnn1-c1ccc(O)cc1)c1ccccc1 (configuration not stated)
  -6, 13, 3, 0.2, 0.4, -8, -7, 1, -8
- COc1cccc(CNC(=O)c2nc(Cn3nc(C)c(Br)c3C)no2)c1
  -1, /, -4, 0.2, 0.8, -9, 0, 6, 2
- O=C(CCS(=O)(=O)Cc1ccccc1F)NCCc1ccc(Cl)cc1
  4, 6, 15, -0.4, -0.4, 5, -1, 3, -1
- O=C(Nc1ccc(N2CCOCC2)c(S(=O)(=O)Nc2ccc(Cl)cc2)c1)c1cnccn1
  -3, 2, 2, 0.3, 0.7, 3, -3, -1, 3
- COCCn1c(SCC(=O)Nc2ccc(OC)cc2OC)nc2ccccc2c1=O
  0, 7, -4, -0.7, 1.0, -8, -1, 8, 8
- Cc1ccc(C(=O)N(Cc2ccco2)Cc2sccc2C)cc1
  -98*, /, -4, -1.2, 0.2, 5, -1, 2, /
- CCOC(=O)N1CCC2(CC1)C(C#N)=C(N)Oc1n[nH]c(C)c12
  -10, -25, -2, 0.4, 0.1, 10, -3, 2, 20
- Nn1c(Cc2ccccc2F)nnc1SCn1nnc2ccccc2c1=O
  10, 0, 5, 0.6, -0.9, -9, -2, 1, -1
- Cc1ccc2[nH]c(C)c(CCNC(=O)NC3CCCCC3)c2c1
  ?, 16, -2, 0.7, 0.4, -13, 2, 2, -4
- Nc1ccc(Oc2ncccn2)c(Cl)c1
  5, 17, -8, 0.7, 0.2, 2, -6, 2, 10
- COc1ccc(CCN2C(=O)NC(NS(=O)(=O)c3ccccc3)(C(F)(F)F)C2=O)cc1OC (configuration not stated)
  4, 14, 9, 0.2, 0.5, 5, -6, 4, 2
- COc1cccc(/C=C2/Oc3ccccc3N(CC(=O)NCC3CCCO3)C2=O)c1 (configuration not stated)
  0, -17, -3, 0.1, -2.0, -11, 0, 1, -3
- CCCc1cc(=O)oc2cc(OCC(=O)NCC3CCC(C(=O)O)CC3)ccc12 (configuration not stated)
  11, -13, 0, 0.3, 1.0, -2, -1, 3, -10
- CC(C)(C)NS(=O)(=O)c1cccc(S(=O)(=O)c2cccc(S(=O)(=O)NC(C)(C)C)c2)c1
  -3, /, -6, 0.7, /, -39*, 0, 5, /
- CN(C)CCOCCP(=O)(c1ccccc1)c1ccccc1
  26, -1, -3, 0.5, 0.3, 11, -7, 8, 4
- COC(=O)c1ccc(NS(=O)(=O)c2cccc3cccnc23)cc1
  -7, 8, 2, -0.4, -1.0, 6, 0, 0, -5
- N#CCc1nnc2n1-c1ccccc1CCC2
  -12, 6, -2, 1.1, 1.8, 1, 7, 2, -3
- CCOC(=O)N1CCN(C(=O)CN(Cc2ccc(Cl)cc2)S(C)(=O)=O)CC1
  -4, 9, 0, -0.1, 1.9, 7, 9, 0, -6
- CCN(CC)CCNC(=O)C1CCC(=O)N(c2ccc(OC)cc2)C1c1ccc(F)cc1 (configuration not stated)
  2, 13, 2, 0.1, 0.6, -19, -9, 2, -20
- Cc1ccc(N2C(=O)CSC23C(=O)N(CC(=O)NCCc2ccccc2)c2ccccc23)cc1 (configuration not stated)
  /, /, -16, 2.4, 2.0, 6, 6, 1, 2
- S=c1[nH]ncn1/N=C/c1ccc(Br)cc1
  -1, 12, -7, -1.4, -1.1, 12, 3, 0, -7
- COc1ccccc1NC(=O)c1c(NC(=O)Cc2ccccc2)sc2c1CCC(C(C)(C)C)C2 (configuration not stated)
  -2, /, 2, 0.3, 1.1, -7, 2, 0, -8
- CCCNC(=O)C1(S(=O)(=O)c2ccccc2)CC=CC1
  /, 8, -4, 1.0, 0.9, 3, -3, 0, -3
- Cc1ccc(Cl)cc1NC(=O)Cn1c(=O)n(C(C)C)c(=O)c2oc3ccccc3c21
  8, /, -7, 1.1, 0.5, 0, -2, -1, -2

Retrieved by structure from the list above, five records:
Order of values – RXFP1 antag, D2 antagonist, TRHR PAM, TRHR ag, D2 ag, D1 antag, D1 PAM, D1 agonist, D2 PAM
- COc1cccc(/C=C2/Oc3ccccc3N(CC(=O)NCC3CCCO3)C2=O)c1 (configuration not stated)
  0, -17, -3, 0.1, -2.0, -11, 0, 1, -3
- O=C(CCS(=O)(=O)Cc1ccccc1F)NCCc1ccc(Cl)cc1
  4, 6, 15, -0.4, -0.4, 5, -1, 3, -1
- Cc1ccc(C(=O)N(Cc2ccco2)Cc2sccc2C)cc1
  -98*, /, -4, -1.2, 0.2, 5, -1, 2, /
- CC(C)(C)NS(=O)(=O)c1cccc(S(=O)(=O)c2cccc(S(=O)(=O)NC(C)(C)C)c2)c1
  -3, /, -6, 0.7, /, -39*, 0, 5, /
- Cc1ccc(Cn2nnc3c(=O)[nH]c(C4CCN(S(=O)(=O)c5ccc(C)cc5)CC4)nc32)cc1
  34, -7, 0, 0.9, 0.9, -15, -12, 6, -7

Further results:
Order of values – RXFP1 antag, D2 antagonist, TRHR PAM, TRHR ag, D2 ag, D1 antag, D1 PAM, D1 agonist, D2 PAM
- O=C(CSc1nnc(-c2ccccn2)n1Cc1ccccc1)N1CCOCC1
  6, 1, 2, 0.3, 1.1, 0, 0, 0, -2
- COc1ccccc1Nc1nn2c(=O)c3ccc(C(=O)NCc4cccs4)cc3nc2s1
  2, /, 5, 0.0, 1.5, -1, -2, 1, -7
- CCOC(=O)c1c(NC(=O)/C=C/c2ccc(C)cc2)sc2c1CCCC2
  0, /, 1, 0.7, 0.2, -17, -1, 39*, -3
- CCOC(=O)c1c(NC(=O)Cc2ccccc2)sc2c1CCN(C)C2
  -1, -8, 2, 0.3, 0.2, 16, -16, 17, -14
- Cc1c(Cl)cccc1NC(=S)NNS(=O)(=O)c1ccc([N+](=O)[O-])cc1
  -14, -8, 1, 0.0, 0.1, 3, 1, 2, -5
- COc1ccccc1S(=O)(=O)Cc1ccc(C(=O)NCC(OC)OC)o1
  11, 4, 4, -0.1, -1.4, 11, 4, 0, 4
- CC(=O)N1CCN(c2csc3ccc(F)cc3c2=O)CC1
  3, /, 11, 0.7, 0.3, -2, 0, 6, 25
- CCC(Sc1nc(N)c(NC(=O)c2ccc(Br)o2)c(=O)[nH]1)C(=O)O (configuration not stated)
  -12, 3, 9, 0.6, 0.7, -22, -2, 9, -8
- COc1ccc(-n2nc(C(N)=O)c(O)cc2=O)cc1
  -3, 32*, -1, 0.3, 0.9, -4, 2, 2, -5
- Cc1cc(C)c(Cn2c(C3CC(=O)N(c4ccc(F)cc4)C3)nc3ccccc32)c(C)c1 (configuration not stated)
  /, /, 5, -1.2, 0.5, 12, -1, 3, 1
- O=C(CSc1nc(-c2ccco2)cc(C(F)(F)F)n1)N1CCN(c2cccc(Cl)c2)CC1
  2, -3, 1, 0.7, 0.3, 6, 3, 4, -5
- CCc1ccccc1NC(=O)c1ccc(F)c(S(=O)(=O)N2CCN(c3ccccc3OC)CC2)c1
  0, /, 2, -0.7, 0.5, -9, -2, 1, -6
- CC(NC(=O)CN1CCN(CC(=O)Nc2ccccc2Cl)CC1)c1ccc(Br)cc1 (configuration not stated)
  -16, -9, 3, 1.1, 0.9, -6, 1, 6, -4
- CCN(CC)Cc1c(C(=O)N2CCc3ccccc3C2)nc2ccc(Cl)cn12
  -12, 3, -2, -0.5, -0.5, -27, -2, 3, -6
- Cc1cc(N2CCCCC2)nc(-c2ccc(Br)cc2)n1
  -31, -15, 4, 0.7, 1.1, -16, -2, 2, 2
- O=C(NNC(=O)c1ccccc1-n1cccc1)c1ccc(F)cc1
  -7, -7, 6, 0.7, -1.7, 6, 6, 2, 3
- O=C(CSc1nnc(Cc2ccccc2)o1)NCCc1ccccc1
  -15, -4, 0, 0.1, 0.4, -6, 0, 1, 20
- Cc1ccc(-c2n[nH]c3c2C(c2ccc(C(C)(C)C)cc2)NC3=O)cc1 (configuration not stated)
  /, /, -2, -0.9, 0.1, 3, 1, 9, 9
- CCOC(=O)/C(N)=C/c1ncc(C(F)(F)F)cc1Cl
  -13, -6, -4, -0.1, -0.5, 13, 0, 3, -12
- S=C1COC(c2ccccc2)N1c1ccccc1 (configuration not stated)
  10, -3, -3, -0.7, 0.4, -9, -3, -1, -4
- CN(C1CCCCC1)S(=O)(=O)c1ccc(C(=O)N2CCN(c3nc4ccccc4s3)CC2)cc1
  -9, -2, -2, 0.8, -0.6, 6, -7, -1, 13
- COc1ccc(-c2nc(CCNC(=O)c3cccs3)cs2)cc1
  -26&-7, 0, 7&2, -0.6&-0.7, 0.3&1.0, -27&-19, -2&-5, 5&-1, 10&2
